S1P4 antagonist: blocks the human S1P4 receptor; O95977; S1P4-expressing cells, antagonist mode, reporter read-out; inhibition, % at 4.98 µM; actives 0.26% (n = 220,000); AID 1510; in the data active = inhibition above about 29%;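 note: 0% = wells stimulated with agonist and 100% = vehicle wells without agonist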
Target sequence (O95977 whole entry, looked up): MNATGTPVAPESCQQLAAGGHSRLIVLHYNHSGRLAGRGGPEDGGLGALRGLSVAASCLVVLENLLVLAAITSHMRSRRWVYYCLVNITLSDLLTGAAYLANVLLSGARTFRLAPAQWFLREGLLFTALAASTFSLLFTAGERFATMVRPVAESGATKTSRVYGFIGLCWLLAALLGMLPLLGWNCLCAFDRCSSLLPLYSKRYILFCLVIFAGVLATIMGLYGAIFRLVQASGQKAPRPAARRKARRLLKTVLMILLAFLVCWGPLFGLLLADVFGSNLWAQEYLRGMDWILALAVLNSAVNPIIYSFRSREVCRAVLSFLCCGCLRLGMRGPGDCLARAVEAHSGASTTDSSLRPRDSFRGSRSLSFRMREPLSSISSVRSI
NPY-Y1 antag: NPY-Y1 (human) receptor antagonism; actives 1% (n = 200,000); inhibition, % at 3.6 µM; P25929; HEK293-CNG Y1 cells, membrane potential fluorescence; NPY at EC95, then isoproterenol; AID 1040;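 active = inhibition above the campaign mean inhibition of all tested compounds plus 3 SD, cut at about 20% in these data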;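 note: 0% = DMSO wells given NPY plus isoproterenol and 100% = isoproterenol alone without NPY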
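Material: Y1- and CNG-channel-expressing HEK293 cells / Probe or stimulus: NPY 25 nM then isoproterenol 1 µM plus Ro 20-1724 25 µM / Doses: 3.6 µM single dose, DMSO 0.4% / Schedule: compound incubation 1 h at room temperature, readout 45 min post-stimulation / Signal: membrane potential fluorescence / Benchmarks: isoproterenol-only wells as full block versus NPY-plus-isoproterenol wells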
BaF3 parental: reduces parental Ba/F3 cell viability, JAK2V617F counter-screen; CellTiter-Glo ATP luminescence; inhibition, % at 5.6 µM; actives 1.1% (n = 220,000); AID 1486;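 active = inhibition above a per-campaign cutoff, the mean inhibition of all tested compounds plus 3 SD, cut at about 27% in these data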;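 note: 0% = DMSO wells and 100% = JAK Inhibitor I control wells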
NPY1 pot ag: human NPY-Y1 potentiation or agonism, primary screen | NPY-Y1 expressing cells, potentiator/agonist activation | AID 1304 | P25929 | activation, % at 3.6 µM | actives 0.37% (n = 220,000); in the data active = activation above about 33%, passing the limit was not always enough;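 note: cells stimulated with NPY at EC10 then isoproterenol at EC100; 0% = low agonist plus stimulus and 100% = saturating agonist plus stimulus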
Runt-CBFb FRET: blocks binding of human RUNX1 Runt domain to CBFb; inhibition, % at 20 µM; Q01196+Q13951; actives 0.46% (n = 220,000); Cerulean-Runt/Venus-CBFb FRET ratio 530/480, 1 h;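 active = inhibition over about 50% at 20 µM in the single-dose screen, limit read from the data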;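 note: 0% = DMSO wells and 100% = excess unlabeled CBFb competitor control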
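Measured by: fluorescence energy transfer, 422 nm excitation, 530/480 nm emission; test system: Cerulean-tagged RUNX1 Runt domain (FRET donor) fusion protein; buffer or medium: Tris pH 7.5 buffer with BSA; compound: one dose, 20 µM compound, 1% DMSO; times: two 1 h room-temperature incubations shielded from light; benchmarks: unlabeled CBFb 5 µM, positive control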
S1P4 agonist: human S1P4 receptor agonism | S1P4-expressing cell line, agonist reporter assay | O95977 | activation, % at 4.98 µM | actives 0.35% (n = 220,000) | AID 1509; in the data active = activation above about 11%;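 note: 0% = DMSO vehicle and 100% = reference agonist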
Ba/F3 V617F tox: loss of viability in JAK2V617F-driven Ba/F3 cells; Ba/F3 EpoR-JAK2V617F viability, ATP luminescence; inhibition, % at 5.6 µM; actives 1.1% (n = 220,000); AID 1446;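 active = inhibition above the campaign mean plus 3 SD over all tested compounds, cut at about 24% in these data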;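 note: cytokine-independent growth of Ba/F3 cells driven by EpoR plus mutant JAK2; 0% = DMSO-treated cells and 100% = JAK inhibitor I control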
RBBP9 inhibitor: blocks human serine hydrolase RBBP9; O75884; recombinant RBBP9, FP-Rh probe fluorescence polarization; inhibition, % at 7.94 µM; actives 0.2% (n = 220,000); AID 1515;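 active = inhibition above the campaign mean of all tested compounds plus 3 SD, cut at about 14% in these data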;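 note: plate controls were DMSO wells with RBBP9 for no effect and wells lacking RBBP9 protein for full effect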
Target sequence (O75884 whole entry, looked up): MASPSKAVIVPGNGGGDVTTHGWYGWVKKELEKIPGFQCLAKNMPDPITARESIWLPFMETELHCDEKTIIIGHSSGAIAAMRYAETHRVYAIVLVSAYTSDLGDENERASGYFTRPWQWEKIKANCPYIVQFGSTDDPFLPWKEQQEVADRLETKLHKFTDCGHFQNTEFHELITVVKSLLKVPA
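Test system: recombinant human RBBP9; Timing: 30 min then 45 min, 25 °C; Detection: fluorescence polarization; Control set: RBBP9 with DMSO as uninhibited control, no-protein wells as full inhibition; Compound dosing: one concentration, 7.94 µM nominal, 0.794% DMSO; Probe or stimulus: FP-Rh activity-based probe, 375 nM before mixing.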
NPY2 pot ag: human NPY-Y2 potentiation or agonism, primary screen; activation, % at 3.6 µM; actives 0.45% (n = 220,000); cells expressing NPY-Y2, potentiator/agonist read-out; AID 1359; in the data active = activation above about 27%;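 note: cells stimulated with NPY near EC25 plus isoproterenol at EC100; 0% = vehicle plus submaximal agonist and 100% = vehicle plus saturating agonist; some results beyond the cut were filed as inactive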
Target sequence (P49146 whole entry, looked up): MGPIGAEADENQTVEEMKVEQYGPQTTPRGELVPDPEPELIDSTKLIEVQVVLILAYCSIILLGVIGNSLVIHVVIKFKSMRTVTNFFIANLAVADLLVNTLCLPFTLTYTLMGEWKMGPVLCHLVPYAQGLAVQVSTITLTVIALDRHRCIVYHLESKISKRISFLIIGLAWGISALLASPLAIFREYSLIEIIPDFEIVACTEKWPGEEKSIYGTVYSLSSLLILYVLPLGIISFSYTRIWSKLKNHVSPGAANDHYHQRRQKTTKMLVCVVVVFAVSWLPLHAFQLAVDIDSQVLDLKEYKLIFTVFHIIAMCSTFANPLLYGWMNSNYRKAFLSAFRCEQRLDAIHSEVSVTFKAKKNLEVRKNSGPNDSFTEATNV
The depositor's hits bear a star; / = no result given.

SMILES	S1P4 antagonist	NPY-Y1 antag	BaF3 parental	NPY1 pot ag	Runt-CBFb FRET	S1P4 agonist	Ba/F3 V617F tox	RBBP9 inhibitor	NPY2 pot ag
COCC(=O)n1cc(C(=O)OC)c2ccccc21	-10.8	4.7	3.4	-21.7	-0.1	-0.5	-2.6	-13.9	-8.2
O=C(CN1CCOCC1)Nc1cc(Cl)ccc1Cl	0.2	6.7	1.4	-6.9	-0.9	-0.2	0.1	0.4	16.8
C/C(=N\Nc1ccc(F)cc1F)c1ccc(N2CCOCC2)cc1	4.2	-1.2	3.8	20.1	4.8	-0.1	-5.7	-1.4	10.1
Cn1/c(=N/N=C/c2ccc(Cl)c([N+](=O)[O-])c2)sc2ccccc21	-27.7	-1.1	-1.0	-2.3	-4.4	-0.1	-5.3	-6.7	1.0
O=C(/C=C\NCC(=O)c1ccccc1)c1ccc2ccccc2c1	4.3	2.0	7.5	-12.8	-0.4	0.0	5.3	-9.9	1.2
C/C(=C\C(=O)c1ccc(Cl)cc1)Nc1ccc(N2CCOCC2)cc1	-23.5	13.9	28.2*	-21.7	3.2	1.3	33.3*	-11.5	-6.5
Cc1ccc(C(=O)Nc2cc([N+](=O)[O-])ccc2F)s1	-25.1	-3.4	6.3	-3.4	-1.8	0.1	5.2	-7.9	-12.5
C/C(=N\NC(=O)Cn1c(C)nc2ccccc21)c1cccs1	-10.3	-3.1	6.9	17.6	1.0	-0.3	-0.1	-7.6	-7.1
Cc1cc(C)cc(NC(=O)CN2CCc3ccccc3C2)c1	-9.4	5.1	1.2	-6.8	-1.6	-0.8	2.4	-6.2	-2.8
COc1cc(C)ccc1S(=O)(=O)n1nc(C)cc1C	1.7	0.0	5.7	5.0	-0.3	-0.2	3.1	-5.5	-0.4
Fc1ccc(-n2c(Cn3nnc4ccccc43)n[nH]c2=S)cc1	-3.2	0.6	9.6	-5.6	7.5	2.4	6.0	-3.0	-9.9
O=C(CCN1C(=O)c2ccccc2C1=O)C1=NN[C@@H]2C(=O)N(c3cccc(Cl)c3)C(=O)[C@H]12	15.1	-3.9	7.3	-20.8	-3.9	-1.6	2.5	-3.7	6.3
Cc1ccc(S(=O)(=O)N(C)CC(=O)OCC(=O)N2CCN(c3ccccc3)CC2)cc1	2.4	-4.0	3.1	3.3	-1.5	-1.5	-1.0	-0.4	-3.5
CCCCC(=O)Nc1ccc(C(=O)Nc2ccc(S(=O)(=O)Nc3nccc(C)n3)cc2)cc1	0.3	-0.8	-0.5	-1.6	-1.6	0.8	-3.7	-3.7	0.4
CCCC(=O)N1CCN(c2nc(CC(C)C)c3c(c2C#N)CCC3)CC1	-1.2	12.9	3.0	-9.1	-5.3	-1.0	0.4	0.8	-7.3
CSc1nc(-c2ccccc2)c2cc(Cl)ccc2n1	-13.1	-2.9	4.6	0.7	-0.8	-1.8	-1.6	-1.7	4.5
CC(=O)N1C(=O)C2(C(C#N)=C(N)Oc3n[nH]c(-c4ccccn4)c32)c2ccccc21 (centres undefined)	-20.8	-2.2	6.0	20.3	1.3	1.4	-0.5	-5.7	6.2
CC(C)CC(NC(=O)OC(C)(C)C)C(=O)NCc1ccccc1 (centres undefined)	10.9	2.9	4.7	-23.6	0.3	-1.3	1.5	-14.2	-2.2
CC(C)C(C)(C#N)NC(=O)CSc1nc2scc(-c3ccco3)c2c(=O)n1-c1ccccc1 (centres undefined)	-7.5	1.1	4.0	-12.3	8.9	-0.9	-0.9	-7.5	-13.9
COCC1CCN(C(=O)CCc2nnc(CCCCc3ccccc3)o2)CC1	12.7	4.6	9.7	-24.9	-3.0	-0.2	-0.3	-3.5	-7.2
Cc1cc(C)nc(Nc2ncc(O)n2-c2ccc(C)c(Cl)c2)n1	11.2	3.8	7.5	-28.8	-0.8	-0.8	5.8	-10.4	-7.6
CCOC(=O)Cc1csc(/N=C/c2c(O)n(-c3ccc(C)c(C)c3)c(=O)c3ccccc23)n1	-21.3	1.8	6.7	11.2	-81.6	1.9	-2.5	-0.9	17.7
CCOC(=O)CSc1nnc(CSc2nc(C)cc(C)n2)n1Cc1ccco1	-7.4	-1.8	2.0	-27.1	14.2	0.4	0.0	-6.7	-12.7
O=C(CSCc1ccc(Cl)cc1)Nc1ccc(-c2nnc(-c3ccccc3)o2)cc1	-6.2	-0.1	0.1	-23.8	-1.1	0.6	0.7	-4.8	-10.2
CCC(C)NC(=O)CNC(=O)Cn1c(C)cc2ccccc2c1=O (centres undefined)	-10.1	7.2	4.0	2.4	-0.8	-0.6	2.8	-2.8	-4.6
COc1ccc(N(C)C(=O)CCS(=O)(=O)c2cccc3nonc23)c(OC)c1	4.8	-0.3	3.7	-2.3	1.0	-1.0	1.1	1.1	1.6
N#CCCN(C(=O)Nc1ccccc1)c1ccccc1	22.8	19.9	-4.8	2.2	1.1	-1.0	-0.9	2.1	-14.7
Cc1sc(NC(=O)CSc2nc(O)cc(=O)[nH]2)nc1-c1ccccc1	-1.1	0.7	2.7	-1.7	2.9	-0.4	-1.4	-0.8	-8.3
COCCCNC(=O)CCc1ccccc1	20.1	-1.9	-0.4	6.7	-1.0	-3.3	-4.1	0.6	-17.2
O=C(O)Cc1ccc(NC(=O)C2CC=CCC2C(=O)O)cc1 (centres undefined)	-3.4	-2.0	6.4	11.4	-4.0	-2.3	-2.0	-5.4	15.1
O=C(CSCc1ccc(Cl)cc1)Nc1ccc2c(c1)OCO2	-2.1	10.6	1.8	-17.0	-0.8	1.2	-1.5	1.7	-5.0
CCSc1nc2c(c(=O)[nH]c(=O)n2C)n1C	4.6	1.0	6.8	2.6	2.7	0.8	4.0	-8.4	7.9
O=C(Cn1cc2c(n1)CCCC2)Nc1ccccc1Cl	-11.7	4.0	3.7	-13.9	1.2	0.3	-2.9	-4.0	-10.5
Cc1cc(NC(=O)CSc2nc3ccccc3c(=O)n2C(C)c2ccccc2)no1 (centres undefined)	5.8	13.9	0.3	-16.6	0.4	-5.2	-3.6	-6.3	8.3
O=C(CN1c2ccccc2Sc2ccccc21)NNC(=S)Nc1ccc(Cl)cc1	1.5	/	1.8	36.2	-1.6	94.1*	0.7	-2.0	32.2
O=c1c2ccccc2nc2c3ccccc3c(NCc3ccccn3)nn12	-2.2	-2.2	0.4	-0.8	-7.8	3.1	-2.2	-1.9	-1.1
O=C(OCC(=O)c1ccc[nH]1)c1ccccc1	-1.5	5.7	1.1	10.3	-0.6	2.1	-4.6	-2.5	14.5
O=C(Nc1nc2cc3c(cc2s1)OCO3)C1CC1	-5.6	/	1.9	27.1	-0.4	2.6	-3.3	-1.7	13.5
COc1cc(OC)cc(C(=O)N2CCC(n3c(C)nc4cc(F)ccc43)CC2)c1	4.8	4.1	1.9	-1.6	-1.1	1.1	-1.6	3.9	-0.5
O=C(C[n+]1ccccc1)N/N=C/c1ccc(O)cc1	-12.2	-2.0	4.9	-7.3	1.7	0.1	0.6	-5.0	-0.6
CC1CCN(C(=O)CN(c2ccc(Oc3ccccc3)cc2)S(C)(=O)=O)CC1	-9.2	4.9	4.7	-10.4	-1.8	-1.5	-0.5	-8.3	-5.7
Cc1cc(C)c(C)c(S(=O)(=O)N2C(=S)NC(=O)C2C(C)C)c1C (centres undefined)	8.7	2.1	5.1	-34.0	9.0	-2.0	4.5	-3.9	-17.4
O=S(=O)(c1ccc(Cl)cc1)N1CCN(c2ccc(N3CCOCC3)nn2)CC1	-16.0	-1.4	1.6	2.6	-0.3	0.7	2.2	-6.0	9.8
C=CCN1C(=O)C(CC(=O)O)SC1=Nc1cccc([N+](=O)[O-])c1 (centres undefined)	12.7	2.9	1.1	-10.4	-0.1	-0.6	-0.3	12.4	0.4
COc1ccc(NC(=O)CCCN(C)S(=O)(=O)c2ccc(C)cc2)cc1	-18.6	-2.3	1.9	9.2	-3.9	1.7	0.7	-5.9	-2.5

Entries from the list above with an aryl methoxy group (four):
SMILES	S1P4 antagonist	NPY-Y1 antag	BaF3 parental	NPY1 pot ag	Runt-CBFb FRET	S1P4 agonist	Ba/F3 V617F tox	RBBP9 inhibitor	NPY2 pot ag
COc1cc(C)ccc1S(=O)(=O)n1nc(C)cc1C	1.7	0.0	5.7	5.0	-0.3	-0.2	3.1	-5.5	-0.4
COc1ccc(N(C)C(=O)CCS(=O)(=O)c2cccc3nonc23)c(OC)c1	4.8	-0.3	3.7	-2.3	1.0	-1.0	1.1	1.1	1.6
COc1cc(OC)cc(C(=O)N2CCC(n3c(C)nc4cc(F)ccc43)CC2)c1	4.8	4.1	1.9	-1.6	-1.1	1.1	-1.6	3.9	-0.5
COc1ccc(NC(=O)CCCN(C)S(=O)(=O)c2ccc(C)cc2)cc1	-18.6	-2.3	1.9	9.2	-3.9	1.7	0.7	-5.9	-2.5

Two successive compounds already listed, for reference:
SMILES	S1P4 antagonist	NPY-Y1 antag	BaF3 parental	NPY1 pot ag	Runt-CBFb FRET	S1P4 agonist	Ba/F3 V617F tox	RBBP9 inhibitor	NPY2 pot ag
COCC(=O)n1cc(C(=O)OC)c2ccccc21	-10.8	4.7	3.4	-21.7	-0.1	-0.5	-2.6	-13.9	-8.2
O=C(CN1CCOCC1)Nc1cc(Cl)ccc1Cl	0.2	6.7	1.4	-6.9	-0.9	-0.2	0.1	0.4	16.8

(list continues)
SMILES	S1P4 antagonist	NPY-Y1 antag	BaF3 parental	NPY1 pot ag	Runt-CBFb FRET	S1P4 agonist	Ba/F3 V617F tox	RBBP9 inhibitor	NPY2 pot ag
O=C(NCCN1C(=O)CCC1=O)c1ccncc1	-21.2	-4.2	0.0	-9.2	-1.0	1.1	-4.8	-6.7	19.8
Cn1c(=O)[nH]c(=O)c2c1nc(N1CCOCC1)n2CC(O)COc1ccc2ccccc2c1 (centres undefined)	3.6	-2.6	3.0	-36.0	-1.5	0.7	0.4	-3.9	13.4
COCCNc1nc2sc3c(c2c(=O)n1Cc1ccco1)CCCCC3	3.8	3.5	9.6	-8.2	-2.4	2.6	3.0	-0.2	-14.1
O=C1NC(c2ccccc2)=C(c2ccc3ccccc3n2)C(c2ccncc2)N1 (centres undefined)	10.9	-3.9	8.9	17.8	-0.9	-0.9	4.8	-1.2	2.9
